ERG-DNA inh – inhibitors of human ERG Ets domain-DNA interaction; AID 624246; Potency, µM (series often up to 76.9 µM), for the others: at the highest dose FP activity, negative = inhibition, hits mostly inhibitors; fluorescence polarization, His-ERG Ets domain / labelled DNA; 370,000 tested, 0.028% active; P11308; active = well fitted inhibition curve with a large enough effect in the polarisation, with a control signal flat; inconclusive = small, poorly fitted or top-dose-only effect, or effect the other way, or a change in a side signal; inactive = no such curve, though single readings can be large or run the other way; the % refers to the polarisation;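 note: polarization taken with two DNA probes labelled with fluorescein and Texas red; % of control where 0% means no effect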
Target sequence (P11308 whole entry, looked up, the tested form may be a part): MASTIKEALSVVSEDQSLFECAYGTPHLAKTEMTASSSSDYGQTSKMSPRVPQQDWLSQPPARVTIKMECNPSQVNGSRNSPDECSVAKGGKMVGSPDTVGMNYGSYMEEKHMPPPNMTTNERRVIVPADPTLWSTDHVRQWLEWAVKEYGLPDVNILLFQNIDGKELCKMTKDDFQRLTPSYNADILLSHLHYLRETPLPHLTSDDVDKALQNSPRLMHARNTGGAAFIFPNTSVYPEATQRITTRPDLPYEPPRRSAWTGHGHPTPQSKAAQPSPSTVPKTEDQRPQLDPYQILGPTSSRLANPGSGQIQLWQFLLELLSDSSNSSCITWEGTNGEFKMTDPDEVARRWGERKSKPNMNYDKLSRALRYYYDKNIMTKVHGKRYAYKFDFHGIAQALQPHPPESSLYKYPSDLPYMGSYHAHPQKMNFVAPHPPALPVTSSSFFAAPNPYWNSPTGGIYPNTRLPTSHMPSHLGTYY
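His-tagged ERG Ets domain (1 uM in the protein solution; 300mM KCl, 50mM Tris-HCl, 1mM EDTA, 1mM DTT, pH 7.5) received compound, then a probe mix of 5 nM fluorescein-DNA and 100nM Texas-615-DNA. Fluorescence polarization was read for both dyes.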
ALOX12 inh – inhibitors of human 12S-lipoxygenase ALOX12; purified 12hLO, xylenol orange hydroperoxide absorbance; Potency, µM (top dose mostly 108 µM), for inactives: at the highest dose activity change, negative = inhibition, most hits filed as inhibitors; 580,000 tested, 1.1% active; AID 1671190; note: % is set by controls: 0 for no effect and ±100 for the full control effect
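Purified human 12hLO at 150 nM in 25 mM Hepes, 0.01% Triton X-100, pH 7.0, preincubated 15 min at room temperature with compound. Reaction started with 40 uM arachidonic acid, 30 min at room temperature. Hydroperoxide measured by Fe-xylenol orange, 573/405 nm absorbance ratio.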
TrxR1 inh – rat TrxR1 inhibition | O89049 | recombinant rTrxR1, NADPH fluorescence consumption, selenite substrate | Potency, µM (titrated, usually from 114 µM), without a hit: at the highest dose activity change, negative = inhibition, usual class: inhibitors | 390,000 tested, 1% active; note: % is set by controls: 0 for no effect and ±100 for the full control effect; nearly all actives have a fitted effect of over 65% in size
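Rat TrxR1 (90 nM in the dispensed reagent) was pre-reduced with 400 uM NADPH for 5 min at room temperature, then incubated with compound for 15 min. After 400 uM selenite was added, NADPH fluorescence (Ex 340/Em 450 nm) was followed for 8 min.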
GLS inh – blocks human kidney-isoform glutaminase activity | AID 624170 | Potency, µM (highest dose often 45.5 µM), for inactives: top-dose activity change, negative = inhibition, hits mostly inhibitors | 410,000 tested, 0.21% active | O94925 | GLS enzymatic activity, qHTS titration; note: % is set by controls: 0 for no effect and ±100 for the full control effect
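Glutamate formation by hKGA was monitored fluorometrically using coupled glutamate oxidase, HRP and Amplex Red. Substrate was added as 1 mM L-glutamine solution; incubation was 30 min at RT after an initial read.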
PGK inhibitor – blocks T. brucei phosphoglycerate kinase. PGK/GAPDH coupled, Kinase-Glo luminescence, 60 min. Potency, µM (doses to about 57.5 µM), inactives show top-dose activity change, negative = inhibition, actives largely listed as inhibitors. P07378. 380,000 tested, 0.043% active; note: % is set by controls: 0 for no effect and ±100 for the full control effect; nearly all actives have a fitted effect of over 60% in size
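Luminescent ATP detection (Kinase-Glo Plus) follows a 60-minute room-temperature incubation, with wells lacking PGK as controls. Buffer: 100 mM TEA (pH 7.6), 5 mM MgCl2, 0.01% Tween-20. Coupling enzyme GAPDH (100 nM final) supplies unstable 1,3-BPG in-well.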
RGS4 inh – inhibitors of human regulator of G protein signaling 4; Transcreener GDP fluorescence polarization, RGS4-accelerated GTP hydrolysis; 390,000 tested, 0.039% active; Potency, µM (series often up to 114 µM), without a hit: top-dose activity change, negative = inhibition, most hits filed as inhibitors; AID 504845; P49798; note: % is set by controls: 0 for no effect and ±100 for the full control effect; nearly all actives have a fitted effect of over 75% in size; some results filed as inactive show a strong effect at the top dose
Target sequence (P49798 whole entry, looked up): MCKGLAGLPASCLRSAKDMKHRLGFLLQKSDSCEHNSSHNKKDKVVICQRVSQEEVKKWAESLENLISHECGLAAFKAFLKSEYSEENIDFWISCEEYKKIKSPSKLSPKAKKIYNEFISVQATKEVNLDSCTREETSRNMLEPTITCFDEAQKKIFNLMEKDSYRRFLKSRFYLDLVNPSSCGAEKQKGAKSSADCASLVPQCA
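MLSMR compounds (23 nl, pin-transferred) preincubated 10 min at room temperature with a 500nM (2x) first reagent, then RGS4 at 900nM (2x) plus Transcreener GDP mix added; fluorescence polarization (620/688 nm) read before and after 90 min at 30 °C.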
HP1b binding inh – HP1-beta chromodomain-methylated histone interaction inhibition; Potency, µM (top dose mostly 114 µM), for inactives: top-dose activity change, negative = inhibition, actives largely listed as inhibitors; AlphaScreen HP1-beta / biotin-H3K9me3 peptide binding; AID 540317; P83916; 390,000 tested, 0.56% active; note: nearly all actives have a fitted effect of over 70% in size; inactives centre near 23
Target sequence (P83916 whole entry, looked up): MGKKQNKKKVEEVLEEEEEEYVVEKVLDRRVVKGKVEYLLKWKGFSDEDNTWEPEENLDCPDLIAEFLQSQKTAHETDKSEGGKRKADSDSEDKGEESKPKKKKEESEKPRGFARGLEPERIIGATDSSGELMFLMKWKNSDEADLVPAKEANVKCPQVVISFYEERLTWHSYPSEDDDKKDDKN
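AlphaScreen: HP1-beta (50 nM) preformed 30 min with biotin-H3(1-18)K9me3 peptide (50 nM) in PBS pH 7.4, 0.01% Tween-20. Compound added for 30 min at RT, then streptavidin donor/nickel chelate acceptor beads (10 ug/mL) for 30 min.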
JMJD2A Tudor – JMJD2A Tudor domain (human) inhibition. O75164. AlphaScreen JMJD2A-Tudor / H3K4me3 peptide binding. Potency, µM (doses to about 114 µM), for the others: at the top dose activity change, negative = inhibition, usual class: inhibitors. 390,000 tested, 4.4% active; note: % is set by controls: 0 for no effect and ±100 for the full control effect; nearly all actives have a fitted effect of over 50% in size
Pin1 inhibitor – inhibitors of human Pin1 | Q13526 | Pin1 FP peptide displacement, HiFluor488, 10 min | Potency, µM (titrated, usually from 115 µM), for inactives: top-dose activity, negative = inhibition, most hits filed as inhibitors | 390,000 tested, 0.009% active | AID 504891; active = well fitted inhibition curve with a large enough effect in the polarisation, with a control signal flat, not every such curve was filed as active; inconclusive = small, poorly fitted or top-dose-only effect, or effect the other way, or a change in a side signal; inactive = no such curve, though single readings can be large or run the other way; the % refers to the polarisation; note: % is set by controls: 0 for no effect and ±100 for the full control effect
Target sequence (Q13526 whole entry, looked up): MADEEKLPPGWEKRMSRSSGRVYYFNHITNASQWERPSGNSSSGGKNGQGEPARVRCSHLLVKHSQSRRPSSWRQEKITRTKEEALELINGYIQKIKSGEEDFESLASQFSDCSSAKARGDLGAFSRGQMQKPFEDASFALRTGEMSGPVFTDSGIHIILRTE
Active calls of the source: *; i = inactive; ? = inconclusive; · = not tested or not shown; & = joins results of further samples; [ ] = dose if it differs, or a comment. Unless noted, calls come from the whole dose curve; as a rule, active = well fitted curve in the direction sought with a large enough effect; inconclusive = small, poorly fitted or top-dose-only effect, or another doubt; inactive = no such curve, though single readings can be large; an effect the other way counts as inactive or inconclusive. Potency is the fitted concentration of half-maximal effect.

SMILES	ERG-DNA inh	ALOX12 inh	TrxR1 inh	GLS inh	PGK inhibitor	RGS4 inh	HP1b binding inh	JMJD2A Tudor	Pin1 inhibitor
CCc1cccc(NC(=O)CCCCCC2NC(=O)NC2C)c1 (configuration not stated)	-4.6%	-0.7%	-7.4%[57.1 µM]	0.0%	-5.4%	-1.7%	0.794µM*	0.316µM*	2.1%
Cc1cc(Br)ccc1NC(=O)Cn1cnc2sc(C)c(S(=O)(=O)N3CCN(C)CC3)c2c1=O	0.5%	-10.6%	8.5%[2.29 µM]	-1.9%	i	13.0%	5.3%	-7.8%	10.0%
COCCN(C(=O)CNC(=O)c1ccco1)C(C(=O)NC1CCCCC1)c1cccnc1 (configuration not stated)	-6.6%	15.0%	19.4%[57.1 µM]	3.2%	3.7%	-13.5%	-13.4%	-6.7%	0.8%
COc1cc2c(cc1OC)C(COc1ccccc1OC)N(C(=O)CC(C)C)CC2 (configuration not stated)	-11.0%	7.2%	-6.8%[57.1 µM]	4.9%	1.7%	3.0%	13.1%	-14.7%	-4.3%
COC(=O)c1sccc1S(=O)(=O)N(CC(=O)Nc1cc(C)cc(C)c1)c1ccc(Cl)cc1	2.3%	-28.6%	6.8%[57.1 µM]	3.9%	i	17.6%	23.6%	-23.7%	23.3%
CCCCn1c(SCc2ncc(-c3ccccc3)o2)nc2cc(S(N)(=O)=O)ccc21	5.6%	0.0%	?	5.8%	-0.4%	-10.9%[56.9 µM]	-1.4%	-34.4%[57.1 µM]	?
COc1cc2[nH]c(=O)c(C(=O)NCCCN3CCCCC3)c(O)c2cc1OC	-0.6%	35.8%[activator]	-12.9%	2.6%	i	-11.4%	14.0%	-13.9%	-9.7%
COc1ccc(NC(=O)CCn2c(=O)c3cccn3c3cccnc32)c(OC)c1	-2.3%	-25.2%	8.8%	-2.5%	-6.2%	-31.7%	37.4%	2.2%	0.5%
CCNC(=S)N(CCCO)Cc1cc2cc3c(cc2[nH]c1=O)OCCO3	-13.0%	1.0%	6.5%	0.5%	-12.9%	-12.9%	31.9%	-11.0%	3.0%
CC1CCCN(c2nc(N(C)c3ccccc3)nc(N)c2[N+](=O)[O-])C1 (configuration not stated)	9.0%	-30.8%	4.5%[57.1 µM]	-9.1%	i	-0.1%	?	?	-9.7%
CC1CCc2c(sc(NC(=O)CSc3ncn[nH]3)c2C#N)C1 (configuration not stated)	3.7%	0.0%	-10.9%	-3.8%	-1.2%	-16.7%	44.9%[activator]	-8.1%	-8.7%
CSCC[C@H](NC(=O)[C@H](Cc1ccccc1)n1c(=O)[nH]c2ccccc2c1=O)C(=O)N[C@@H](Cc1ccccc1)C(=O)O	6.7%	28.7%	-2.9%	-28.5%	-3.4%	15.6%	33.8%	-6.1%	-6.9%
Clc1ccc(-c2nnc3n2CCCS3)cc1	-1.1%	-12.5%	15.3%	-6.4%	-3.2%	12.1%	5.1%	-29.4%	-1.7%
Cc1cc(OCC(=O)OCC(=O)N(C)c2c(N)n(Cc3ccccc3)c(=O)[nH]c2=O)ccc1Cl	6.2%	-18.2%	9.9%	5.0%	0.4%	-2.5%	44.2%[activator]	-11.7%	34.1%[activator]
O=C(NO)c1ccccc1C(F)(F)F	4.8%	-26.6%	2.4%	0.0%	-10.5%	-9.6%	11.7%	0.0%	1.7%
COc1ccc(CN2CC(C(=O)NCCN3CCN(c4ccccc4F)CC3)CC2=O)cc1 (configuration not stated)	3.5%	0.0%	-6.3%	-2.6%	-4.6%	4.0%	14.4%	-5.6%	1.5%
Cc1nn(Cc2ccc(Cl)cc2)c2sc(C(=O)O)cc12	-4.6%	?	15.1%[57.1 µM]	23.2%	i	?	-1.4%	-22.7%	-5.7%
O=C(COC(=O)Cc1c[nH]c2ccccc12)Nc1cccc2ccccc12	-0.7%	-12.7%	-11.2%	13.6%	-1.7%	-8.7%	10.0%	-21.3%	-1.2%
Cn1c(/C(C#N)=C(\O)c2cccc(F)c2)nc2ccccc21	3.9%	12.6%	6.8%[57.1 µM]	-2.6%	-1.1%	4.7%	16.2%	-11.0%	-1.4%
O=C(COc1ccccc1Cl)Nc1cc(-c2ccccc2F)nn1-c1ccccc1	-1.0%	-8.9%	18.4%[57.1 µM]	2.2%	-0.3%	3.3%	24.4%[57 µM]	-15.9%	2.9%
CS(=O)(=O)c1ccc(C(=O)NNC(=O)c2ccccc2-n2cccc2)cc1	8.2%	8.8%	10.4%	24.7%	7.9%	8.1%	28.5%	-3.0%	6.8%
CCOc1ccc(S(=O)(=O)N2CCOCC2)cc1NC(=O)CN1C(=O)NC2(CCCC2)C1=O	7.4%	-16.6%	16.5%	5.3%	-10.9%	-30.7%	18.6%	2.1%	-5.1%
COc1cccc(-c2nn(-c3ccccc3)cc2CN(C)Cc2c(C)nc3ccccn23)c1	0.9%	-5.2%	26.8%	2.5%	-5.0%	4.9%	-27.9%	56.2µM*	1.4%
O=C(COC(=O)C1CCCCC1)Nc1cccc(Br)c1	4.5%	-19.4%	14.5%	-7.9%	-4.4%	-24.3%	54.3%[activator]	-3.4%	6.5%
COc1ccc(-n2c(Cc3cccn3C)nnc2SCC(=O)N2CCCc3ccccc32)cc1	-1.0%	20.3%	1.7%	-8.1%	-1.4%	-42.5%	-12.9%	?	-0.7%
SMILES	ERG-DNA inh	ALOX12 inh	TrxR1 inh	GLS inh	PGK inhibitor	RGS4 inh	HP1b binding inh	JMJD2A Tudor	Pin1 inhibitor
COc1ccc(NC(=O)Cn2c(=O)n(-c3cccc(C)c3)c(=O)c3c2c2cc(C)ccc2n3C)cc1OC	-3.4%	?	55.5%[activator]	-9.1%	-9.5%	-8.7%	36.8%	1.0%	2.3%
COc1cccc(NC(=O)C2CC(=O)N(Cc3ccc(C)cc3)C2)c1 (configuration not stated)	13.8%	-23.7%	-0.2%	-18.3%	3.5%	5.9%	22.9%	-6.9%	-2.5%
COCCN1CN(S(=O)(=O)c2ccc(Cl)cc2)c2nc3ccccc3nc21	1.2%	?	-5.7%	3.6%	-9.7%	3.7%	21.3%	-24.4%	?
O=C(Cn1cnc2ccccc2c1=O)NCCC(=O)Nc1ccc(F)cc1	?	3.9%&-6.4%	5.9%&9.1%	-11.1%&7.1%	-4.3%&-1.6%	12.2%&-2.4%	20.0%&20.5%	-2.1%&-4.5%	-3.7%&-6.6%
CC(=O)Nc1ccc(S(=O)(=O)NCC2CCC(C(=O)NCCC3=CCCCC3)CC2)cc1 (configuration not stated)	·	-5.3%[57.4 µM]	16.6%	-5.7%	·	-1.5%	16.0%	-4.7%	31.7%[activator]
O=C(CNc1ccc(F)cc1)c1ccccc1	15.3%	-24.6%	3.9%[57.1 µM]	?	1.9%	13.4%	10.0%	-27.2%	-0.2%
CCCC(=O)Nc1c(-c2ccc(OC)cc2)c(=O)c2ccccc2n1C	-4.6%	13.2%	12.5%	5.5%	-3.5%	16.8%	7.4%	-12.6%	1.6%
COc1ccc(NC(=O)CCCNC(=O)Cn2cnc3sc4c(c3c2=O)CCCC4)c(OC)c1	-2.7%	-12.2%	2.4%[57.1 µM]	-3.9%	-10.0%	?	30.5%	-2.8%	-3.1%
COc1ccc(C(=O)NCC23C=CC(O2)C2C(=O)N(Cc4ccccc4)C(=O)C23)cc1 (configuration not stated)	-6.1%	-0.8%	25.1µM*	1.8%	21.0%	?	44.5%[activator]	-11.3%	0.3%
CCc1sc(Nc2cccc(C)c2C)nc1-c1cc2cccc(OC)c2oc1=O	-9.1%	-18.1%	20.0%[57.1 µM]	2.2%	-4.3%	-24.0%	28.3%	-11.7%	-2.5%
CC1=CC(C)(C)N2C(=O)C(=O)c3cc(OC(=O)c4ccco4)cc1c32	2.4%	?	-27.3%	-7.4%	i	?	31.6µM*	35.5µM*	6.5%
NC(=S)N=Nc1c(O)n(Cc2ccccc2)c2ccccc12	8.5%	14.5%	5.5%	5.9%	-1.5%	2.2%	18.3%	-20.5%	-3.6%
CCOC(=O)CSC1=Nc2ccccc2C2=NC(CC(=O)NCc3cccs3)C(=O)N12 (configuration not stated)	-4.6%	?	2.3%[57.1 µM]	?	11.2%	-2.2%	49.3%[activator]	-1.4%	3.0%
C/C(CCc1ccccc1)=N\NC(=O)CCc1ccccc1	-3.3%	-4.3%	-9.7%	0.0%	-0.3%	-2.4%	40.7%[activator]	0.0%	-3.2%
CCc1c(C(=O)Nc2ncn(Cc3cccc(C)c3)n2)csc1C	-1.2%	0.9%	20.8%	-1.7%	1.6%	-16.0%	22.5%	-32.1%	-8.2%

Profiles, looked up by structure.
`CCc1sc(Nc2cccc(C)c2C)nc1-c1cc2cccc(OC)c2oc1=O` in the list: ERG-DNA inh: -9.1%; ALOX12 inh: -18.1%; TrxR1 inh: 20.0%[57.1 µM]; GLS inh: 2.2%; PGK inhibitor: -4.3%; RGS4 inh: -24.0%; HP1b binding inh: 28.3%; JMJD2A Tudor: -11.7%; Pin1 inhibitor: -2.5%
`CSCC[C@H](NC(=O)[C@H](Cc1ccccc1)n1c(=O)[nH]c2ccccc2c1=O)C(=O)N[C@@H](Cc1ccccc1)C(=O)O` in the list: ERG-DNA inh: 6.7%; ALOX12 inh: 28.7%; TrxR1 inh: -2.9%; GLS inh: -28.5%; PGK inhibitor: -3.4%; RGS4 inh: 15.6%; HP1b binding inh: 33.8%; JMJD2A Tudor: -6.1%; Pin1 inhibitor: -6.9%

Compound activity deposited in PubChem by National Center for Advancing Translational Sciences (NCATS).

These rows are one share of the data. The share of hits here may be higher or lower than overall.
